# Source: PubChem BioAssay (several laboratories)
# CAL-PDZ inh HTS = inhibitors of human CAL PDZ peptide binding. Q9HD26. purified CAL PDZ, TMR-peptide fluorescence polarization, 1 h. inhibition, % at 24.9 µM. 300,000 tested, 0.92% active. AID 602252;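 active = mean inhibition of at least 30% with at least half of replicates also reaching 30%; inconclusive = no clear call, values can overlap the other calls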;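 note: 0% = DMSO neutral control and 100% = excess unlabeled competitor peptide PRC23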
# HTR5A ag ctr = HTR5A agonism, opioid heterodimer counter-screen | P47898 | AID 504692 | activation, % at 9.3 µM | 340,000 tested, 0.61% active | HTR5A agonist assay, luminescence, cell-based; in the data active = activation mostly above about 9.5%, no sharp cut-off; inactive = mostly below about 7.6%;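 note: 0% = cells with vehicle only and 100% = reference agonist; strong numbers were not always called active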
# Target sequence (P47898 whole entry, looked up): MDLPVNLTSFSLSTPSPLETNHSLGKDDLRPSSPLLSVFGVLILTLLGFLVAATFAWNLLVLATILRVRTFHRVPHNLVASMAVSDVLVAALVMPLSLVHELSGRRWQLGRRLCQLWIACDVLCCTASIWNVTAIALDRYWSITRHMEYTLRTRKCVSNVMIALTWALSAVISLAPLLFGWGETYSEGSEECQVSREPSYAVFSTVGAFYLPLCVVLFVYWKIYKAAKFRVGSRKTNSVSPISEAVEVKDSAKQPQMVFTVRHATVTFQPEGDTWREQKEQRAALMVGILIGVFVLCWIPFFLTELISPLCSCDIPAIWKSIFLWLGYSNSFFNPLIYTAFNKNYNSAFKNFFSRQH
# MOR-DOR ag = agonists of human mu-delta opioid receptor heterodimerization | P35372+P41143 | cells, OPRM1-OPRD1 heterodimerization, luminescence | activation, % at 9.3 µM | 340,000 tested, 0.3% active | AID 504326; in the data active = activation above about 18%;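 note: 0% = vehicle-treated cells and 100% = reference agonist; values of inactives mirror those of a sister screen read the other way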
# LANA DNA inh = inhibitors of KSHV LANA C-terminal domain DNA binding | AID 504423 | MBP-C-LANA/FAM-LBS DNA binding, fluorescence polarization | 340,000 tested, 0.078% active | inhibition, % at 9 µM;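 active = highest replicate inhibition at or above 60% at 9 µM, even if other replicates fall short; inactive = all replicates below 60% inhibition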;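 note: 0% = neutral control wells and 100% = 4 µM acridine orange control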
# Cardiac RTF inh = cardiac RTF calcium desensitization. P19429+P45379. IANBD-labeled cardiac RTF, Ca2+ fluorescence. inhibition, % at 7.15 µM. 340,000 tested, 0.12% active. AID 493244;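 active = inhibition above the mean inhibition of all tested compounds plus 3 SD, cut at about 17% in these data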;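 note: assay run at fixed EC70 calcium of 1.6 mM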
# MOR-DOR inv ag = inverse agonist of human OPRM1-OPRD1 heterodimerization | P35372+P41143 | cell-based MOR-DOR heterodimer luminescence, inverse agonism | inhibition, % at 9.3 µM | 340,000 tested, 0.21% active | AID 504357; in the data active = inhibition above about 22%, passing the limit was not always enough;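 note: 0% = cells with DMSO and 100% = wells without cells with DMSO; values of inactives mirror those of a sister screen read the other way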
# V-ATPase pH = regulators of yeast V-ATPase proton transport; AID 504577; 350,000 tested, 0.37% active; response, % at 10 µM; S. cerevisiae, pHLuorin cytosolic pH fluorescence; in the data active = response mostly above about 7.3%, no sharp cut-off; inactive = mostly below about 5.4%; note: actives read high; inactives centre near 0; some compounds called inactive have numbers as strong as hits; reference of the scale not given here
# Keap1 Nrf2 FP = inhibitors of human Keap1-Nrf2 protein-protein interaction; Q14145; Keap1 Kelch-Nrf2 peptide fluorescence polarization, 1536-well; inhibition, % at 9.4 µM; 340,000 tested, 0.15% active; in the data active = inhibition above about 12%; inconclusive = no clear call, values can overlap the other calls; inactive = below about 7.3%;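 note: human Keap1 Kelch domain with fluorescein labeled Nrf2 9mer peptide probe; 0% = neutral control wells and 100% = peptide positive control; higher means more block of Keap1 binding to Nrf2 peptide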
# Target sequence (Q14145 whole entry, looked up, the tested form may be a part): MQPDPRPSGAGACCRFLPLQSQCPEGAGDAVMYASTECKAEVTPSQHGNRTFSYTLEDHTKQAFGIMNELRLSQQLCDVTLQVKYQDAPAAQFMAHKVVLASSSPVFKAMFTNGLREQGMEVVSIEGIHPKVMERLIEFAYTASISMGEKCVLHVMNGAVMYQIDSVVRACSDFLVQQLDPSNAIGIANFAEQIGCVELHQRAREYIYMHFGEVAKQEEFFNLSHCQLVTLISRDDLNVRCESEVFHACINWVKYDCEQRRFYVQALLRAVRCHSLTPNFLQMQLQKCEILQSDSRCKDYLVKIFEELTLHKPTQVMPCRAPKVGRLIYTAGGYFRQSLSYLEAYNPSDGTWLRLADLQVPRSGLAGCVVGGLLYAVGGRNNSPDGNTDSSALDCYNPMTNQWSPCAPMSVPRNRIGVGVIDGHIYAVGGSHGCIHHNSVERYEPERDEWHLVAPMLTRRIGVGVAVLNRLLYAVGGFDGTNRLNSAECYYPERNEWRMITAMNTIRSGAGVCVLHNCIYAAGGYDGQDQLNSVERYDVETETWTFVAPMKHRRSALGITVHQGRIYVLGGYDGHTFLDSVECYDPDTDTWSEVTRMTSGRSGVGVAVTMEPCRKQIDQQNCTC
# HTR5A inv ctr = HTR5A inverse agonism, opioid heterodimer counter-screen; 340,000 tested, 0.083% active; HTR5A cell line, luminescence; P47898; inhibition, % at 9.3 µM; in the data active = inhibition mostly above about 23%, no sharp cut-off; inactive = mostly below about 18%;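 note: 0% = cells with DMSO and 100% = no-cell wells with DMSO; some compounds called inactive have numbers as strong as hits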
# cardiac RTF act = increases calcium sensitivity of human cardiac regulated thin filaments; P19429+P45379; IANBD-labeled TnC RTF fluorescence at EC20 calcium; 0% EC20 calcium, 100% full calcium; activation, % at 7.2 µM; 340,000 tested, 0.24% active;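 active = activation above the mean over all tested compounds plus 3 SD, cut at about 30% in these data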;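 note: rise in fluorescence read as greater calcium sensitivity of cardiac thin filaments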
# * marks the source's active call; other numbers are inactive results; ? = inconclusive; . = not tested or not shown. Rows are unselected; overall some 2.8% were active at least once.
SMILES,CAL-PDZ inh HTS,HTR5A ag ctr,MOR-DOR ag,LANA DNA inh,Cardiac RTF inh,MOR-DOR inv ag,V-ATPase pH,Keap1 Nrf2 FP,HTR5A inv ctr,cardiac RTF act
Cc1cc(C)n(C(=O)c2ccc(S(=O)(=O)NCC3CCCO3)cc2)n1 (stereo unspecified),5,-4,-0.7,5.5,-4,3,5,3,7,-2
Cc1ccc(OCCNC(=O)c2ccc(COc3ccccc3)o2)cc1,-3,-5,1.9,0.0,6,-13,0,-3,14,-2
C=CCn1c(=O)c(C(=O)Nc2ccccc2C)c(O)c2ccccc21,.,6,-1.4,0.5,-8,7,3,?,21,0
COc1ccc(NC(=O)c2cc(-c3ccco3)on2)c(OC)c1,-1,9,4.7,-0.2,-8,-29,-1,-2,-34,-4
CCCCC(=O)NC(=S)Nc1cccc(NC(=O)c2ccco2)c1,2,11,-1.1,1.8,-1,5,4,-4,22,-2
CC(C)(C)c1cc(-c2nc(N)nc(N)n2)c(O)c(C(C)(C)C)c1,-2,15,4.4,0.8,14,-26,1,-2,-44,-11
Cc1cccc(NC(=S)N(CCN2CCOCC2)Cc2cc3cc4c(cc3[nH]c2=O)OCO4)c1,-1,-1,-0.9,-1.4,6,5,0,-3,2,3
Clc1ccc(Cl)c(OCc2cc(-c3ccccc3Cl)on2)c1,-4,4,0.3,-0.1,-16,-2,-1,-10,-10,14
CN1OC[C@@H]2CN(C(=O)C(C)(C)C)[C@H](c3cccc(-c4ccccc4)c3)C[C@@H]21,-3,-3,-3.2,1.5,-11,15,-2,-2,10,2
COc1ccccc1OCC(=O)N(Cc1nnc(-c2ccccc2Cl)o1)C1CC1,-3,2,-0.2,1.8,-15,1,0,-3,-4,-2
C=CCC1S/C(=N/N=C/c2cccs2)NC1=O (stereo unspecified),-1,2,0.3,1.0,-5,-2,1,-1,-5,-5
CCn1c(Cc2ccccc2)nnc1SCC(=O)Nc1cc(C)on1,-2,-3,-2.1,1.7,-2,12,-4,-6,-6,3
O=C(NCCc1ccc(Cl)cc1)C1CCCN(S(=O)(=O)N2CCCCCC2)C1 (stereo unspecified),3,-2,-1.0,2.6,-1,5,-1,1,5,-1
CN1C(=O)[C@H]2[C@@H](/C=C/c3ccccc3)N3C(=O)CN(CCO)C(=O)[C@@]3(C)[C@H]2C1=O,-3,-3,-3.2,-0.5,-9,15,2,1,23,-1
Cc1cccc(NC(=O)COc2ccccc2)c1,.,1,-0.8,0.4,-5,4,2,-1,5,6
CCOC(=O)c1oc2cccc(O)c2c1C,-1,0,-2.4,-1.0,-8,12,-1,1,-14,-2
O=C(Nc1nnc2n1CCS2)c1ccco1,-4,4,-0.7,-1.5,0,4,0,1,-15,0
CC(=O)N1CCN=C1SCc1ccccc1F,.,-1,-1.1,-0.1,-4,6,-3,0,3,5
COc1ccc(/C=N/NC(=O)c2cccnc2)c2ccccc12,-10,1,-2.6,-4.0,3,12,8,-1,-2,-5
Cc1nnc(SCc2ccccc2F)n1NCc1cccs1,-3,2,-1.3,1.5,-17,7,-2,-1,-14,3
COc1cccc(OCCCN2CCN(S(=O)(=O)c3ccc(NC(C)=O)cc3)CC2)c1,0,-2,-1.4,-0.1,-5,8,-1,0,4,0
O=S(=O)(Nc1cccnc1)c1ccc2c(c1)OCCO2,-1,-5,-3.0,-0.4,-10,18,-2,-3,22,-5
O=C(Nc1cc(Cl)ccc1N1CCOCC1)c1ccc(=O)[nH]c1,-3,4,-1.8,10,0,9,-1,-1,-17,3
CCCCC(=O)NNC(=O)N1c2ccccc2Sc2ccccc21,-2,1,3.0,0.5,-6,-13,0,-2,-5,-3
COc1ccc(N2CC(C(=O)N3CCc4ccccc43)CC2=O)cc1 (stereo unspecified),-5,-1,-1.0,0.8,2,5,1,-3,0,1
CN1CCN(S(=O)(=O)c2cccc(C(=O)Nc3ccccc3N3CCCCC3)c2)CC1,4,2,-0.8,0.6,-4,4,1,7,5,-17
COc1ccc(CC(=O)Nc2nc3ccccc3s2)cc1S(=O)(=O)N1CCOCC1,-1,2,-2.3,1.2,-6,14,3,1,-3,-4
C=CCn1c(SCc2cc(=O)n3ccsc3n2)nnc1C1CCCCC1,2,-3,-2.7,0.2,5,15,-3,-1,-6,0
COC/C=C/C1=CC2=CC(=O)C(C)(OC(=O)c3cnc4ccccc4n3)C(=O)C2=CN1c1ccc(OC)cc1 (stereo unspecified),0,6,-0.6,1.8,-9,3,-3,1,-16,1
COc1cc(NC(=O)CSc2c3c(nc4ccccc24)CCC3)cc(OC)c1OC,-3,1,-1.8,0.5,4,9,-1,2,-15,-3
N=C1c2ccccc2CN1NC(=O)c1cccc(S(=O)(=O)N2CCCC2)c1,9,-3,-1.5,0.1,-5,10,-2,2,9,4
Cc1cccc(C(=O)Nc2cc(Cl)ccc2-n2cncn2)c1[N+](=O)[O-],0,1,-2.0,-0.3,-4,11,-3,1,-8,4
Cc1ccccc1C(=O)N1CCN(S(=O)(=O)c2ccccc2)CC1,-1,-1,-1.4,-0.7,-3,8,0,3,-15,0
CCn1c(SCC(=O)Nc2nc3ccccc3s2)nnc1-c1ccc(OC)cc1,3,-4,0.8,-0.6,1,-4,4,1,8,-3
COc1ccc(NS(=O)(=O)c2cc(NC(=O)CCNC(=O)c3ccco3)ccc2OC)cc1,-23,-1,-1.4,0.5,0,9,1,4,9,-3
COc1cc(C(=S)N2CCOCC2)ccc1OC(=O)c1ccccc1[N+](=O)[O-],-4,-2,-1.1,0.4,-2,5,-3,1,6,2
COc1ccc(-c2csc(NC(=O)CC(NC(C)=O)c3ccccc3)n2)cc1OC (stereo unspecified),-7,0,-1.8,0.4,0,9,7,1,4,-5
COC(=O)CNC(=O)CN1c2cccc3cccc(c23)S1(=O)=O,0,-2,-0.1,-1.3,-3,1,1,3,-37,6
Cc1ccc(NC(=O)C2CC(=O)N(Cc3ccccc3)C2)nc1 (stereo unspecified),-7,-4,-1.6,-1.2,4,9,-1,0,9,4
CSCCC(NC(=O)COc1cccc2ccccc12)C(=O)O (stereo unspecified),70*,4,-1.5,-0.7,5,8,0,-1,-12,-3
O=C(CN1CCc2ccccc2C1)Nc1cccc(S(=O)(=O)N2CCCC2)c1,-2,-5,1.1,1.0,5,-5,-4,1,12,4
CCOc1cccc(/C(O)=C2/C(=O)C(=O)N(Cc3cccnc3)C2c2ccco2)c1 (stereo unspecified),-4,-2,-1.8,2.9,-29,11,2,-9,-10,-1
COC(=O)Nc1sc2c(c1C(N)=O)CCC(C)C2 (stereo unspecified),5,4,-0.6,0.7,7,3,-1,2,-10,-2
Cc1ccc(NC(=O)COC(=O)C2=NNC(=O)CC2)c(Br)c1,.,7,-3.8,0.1,-4,15,4,-10,-7,2
CCCCS(=O)(=O)NC1=NCN(CCOC(=O)c2ccccc2)CN1,-3,0,0.4,-1.5,3,-2,-2,-4,1,2
Cc1ccc(N2CCN(C(=S)c3ccc(-c4cccc([N+](=O)[O-])c4)o3)CC2)cc1,0,-2,-2.1,-0.6,1,11,-4,2,5,0
Cc1cccc(NC(=O)Cn2cc(C(=O)c3ccco3)c3ccccc32)c1,-2,-2,1.4,-0.4,-2,-8,-2,0,-24,-1
CSc1nsc(SC)c1NC(=O)N1CCCCC1,-1,8,-1.6,-0.7,-5,9,2,0,-8,-1
COc1ccc(-n2cnc3sc4c(c3c2=O)CCCC4)cc1,2,2,3.1,-0.3,-4,-23,-1,0,-6,0
S=C(NC1CCCCC1)N1CCc2[nH]c3ccccc3c2C1,-4,-5,-0.6,-1.4,4,3,0,4,-5,6
Cn1c(=O)c2c(nc(OCc3cccnc3)n2Cc2c(F)cccc2Cl)n(C)c1=O,1,-2,-2.6,-0.3,2,15,5,-2,19,9
CCCCCn1c(Sc2ncccn2)nc2c1c(=O)[nH]c(=O)n2C,2,6,-1.7,-0.3,-3,7,-2,-2,-16,5
O=C1CCCC2=C1C(c1ccncc1)n1c(nc3ccccc31)N2 (stereo unspecified),2,5,-1.1,-0.4,-6,6,-3,0,-13,-2
CC(C)CCOCC(O)CCC(=O)NNC(=S)Nc1ccccc1 (stereo unspecified),6,-1,0.8,1.7,-2,-6,1,1,-2,-3
CCOC(=O)Cc1cc(=O)n2[nH]c(C)c(-c3ccc(Cl)cc3)c2n1,0,2,0.1,1.1,2,-1,0,-2,20,0
COc1ccc(NC(=O)CC2Oc3ccccc3NC2=O)cc1 (stereo unspecified),-1,-2,-2.2,-0.4,-12,11,0,-1,5,2
O=C(CN1C(=O)NC2(CCCC2)C1=O)N1CCN(c2cccc(C(F)(F)F)c2)CC1,-2,0,-1.9,.,-9,10,-4,.,0,-4
CCSc1c(-c2ccccc2)nc2c(C)cccc2c1C(=O)O,-1,2,-1.9,0.5,-1,9,2,6,-17,0
COC(=O)COc1cccc(NC(=O)c2cccc(C)c2)c1,-7,0,-2.0,-1.4,-6,10,-2,3,1,9
Cc1cccc(Nc2nc(-c3ccc(F)cc3)cs2)n1,-4,0,7.5,0.3,3,-41,-2,3,7,0

# Random excerpt: 2 entries already listed
SMILES,CAL-PDZ inh HTS,HTR5A ag ctr,MOR-DOR ag,LANA DNA inh,Cardiac RTF inh,MOR-DOR inv ag,V-ATPase pH,Keap1 Nrf2 FP,HTR5A inv ctr,cardiac RTF act
S=C(NC1CCCCC1)N1CCc2[nH]c3ccccc3c2C1,-4,-5,-0.6,-1.4,4,3,0,4,-5,6
CCSc1c(-c2ccccc2)nc2c(C)cccc2c1C(=O)O,-1,2,-1.9,0.5,-1,9,2,6,-17,0

# (listing goes on)
SMILES,CAL-PDZ inh HTS,HTR5A ag ctr,MOR-DOR ag,LANA DNA inh,Cardiac RTF inh,MOR-DOR inv ag,V-ATPase pH,Keap1 Nrf2 FP,HTR5A inv ctr,cardiac RTF act
COc1ccccc1CCN1CCCC(CN(C)C(=O)CCC(=O)N(C)C)C1 (stereo unspecified),10,6,-1.3,-1.0,-7,7,0,3,-16,0
O=C1/C(=C/c2ccncc2)SC(=S)N1N1CCOCC1,.,-1,-0.9,-1.7,-5,5,3,-3,3,-4
O=C(O)c1ccccc1/C=N/Nc1ccc(S(=O)(=O)N2CCOCC2)cc1[N+](=O)[O-],-3,2,0.1,-2.9,-2,0,-2,-4,-7,-2
COc1ccc(OCCCC(=O)NCc2ccco2)cc1,-2,3,1.1,-1.1,-4,-6,2,-1,-8,-1
Cn1cc(CN2CCC[C@H]2CO)c(-c2cccc(Cl)c2)n1,-7,5,-0.4,0.6,-1,2,5,0,-1,1
CCn1c(C)cc(C(=O)COC(=O)c2ccccc2[N+](=O)[O-])c1C,.,3,0.1,-0.8,-3,-1,3,-4,-8,2
CSC1=C(C#N)C(c2ccccc2Cl)C(C(C)=O)=C(C)N1 (stereo unspecified),7,0,-0.1,0.1,-1,0,-3,2,-30,-3
Cc1[nH]cnc1C(=O)N/N=C/c1ccc([N+](=O)[O-])s1,-2,-1,4.2,-3.3,-5,-20,1,-2,3,-10
CCc1ccc(C(=O)Nn2c(C)nc3ccccc3c2=O)cc1,-3,-3,-0.6,0.2,-10,3,-1,2,11,9
c1ccc2c(COn3nnc4ccccc43)cccc2c1,.,-3,5.5,1.6,0,-29,0,-2,2,-1
